# mIAP block – blocks mouse intestinal alkaline phosphatase | purified mouse IAP, CDP-Star luminescence, 30 min | actives 0.2% (n = 330,000) | inhibition, % at 10 µM;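 active = inhibition of at least 40% at 10 µM in the primary screen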;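 also: plate controls were DMSO with enzyme for no effect and no enzyme wells for full effect; values of inactives mirror those of a sister screen read the other way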
# mIAP act – increases mouse intestinal alkaline phosphatase activity | muIAP, CDP-Star luminescence, 30 min; active compounds read high; 1 = vehicle-only enzyme signal, 0 = enzyme-free wells | activation factor at 10 µM | actives 0.24% (n = 330,000) | AID 2805;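 active = activation factor of at least 2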; also: the source names both 10 and 20 µM as test concentration; values of inactives mirror those of a sister screen read the other way
#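 System: mouse IAP enzyme. Reagent: CDP-Star chemiluminescent phosphatase substrate. Benchmarks: DMSO wells, no-enzyme wells. Times: 30 min enzyme-substrate-compound incubation at room temperature. Detection: luminescence from enzymatic CDP-Star hydrolysis. Doses: test compounds delivered from DMSO solution.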
# beta cell repl – inducers of beta-cell replication in MIN6 cells; proliferation, % at 10 µM; AID 2380; MIN6 cells proliferation, ATPlite luminescence, 48 h; cells starved in 0.2% serum; 100% = growth in 10% serum; actives 0.29% (n = 330,000);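 active = compounds whose signal lies at least 3.5 SD above the mean of all wells on their plate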;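 also: 0% = DMSO-treated cells in low-serum medium and 100% = 10% serum control; some compounds called inactive have numbers as strong as hits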
# A3G deaminase – inhibitors of human APOBEC3G DNA deaminase | inhibition, % at 20 µM | Q9HC16 | actives 0.28% (n = 330,000) | recombinant A3G, ssDNA deamination FAM/TAMRA fluorescence;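 active = inhibition of at least 40% at 20 µM, with no more than 30% in the related APOBEC3A deaminase screen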;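 also: plate controls were DMSO wells with A3G for no effect and wells lacking A3G enzyme for full effect; some compounds called inactive have numbers as strong as hits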
# Target sequence (Q9HC16 whole entry, looked up): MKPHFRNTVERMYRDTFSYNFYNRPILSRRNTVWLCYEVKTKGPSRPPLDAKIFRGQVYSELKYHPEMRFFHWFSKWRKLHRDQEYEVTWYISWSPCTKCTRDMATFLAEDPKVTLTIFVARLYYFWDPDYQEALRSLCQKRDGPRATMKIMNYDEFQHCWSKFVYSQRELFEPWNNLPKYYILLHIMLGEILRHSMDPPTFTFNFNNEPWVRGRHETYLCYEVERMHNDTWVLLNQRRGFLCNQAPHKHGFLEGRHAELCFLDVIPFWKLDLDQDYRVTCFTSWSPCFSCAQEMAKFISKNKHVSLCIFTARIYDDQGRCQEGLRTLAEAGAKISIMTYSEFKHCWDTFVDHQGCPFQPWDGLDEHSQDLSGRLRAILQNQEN
# A3A deaminase – human APOBEC3A DNA deaminase inhibition; P31941; recombinant A3A, FAM/TAMRA ssDNA deamination fluorescence; inhibition, % at 20 µM; actives 0.41% (n = 330,000); AID 493011;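 active = at least 40% inhibition at 20 µM here, with at most 30% in a related deaminase screen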;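 also: plate controls were A3A with DMSO for no effect and wells lacking A3A enzyme for full effect; some results filed as inactive read as strong as hits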
# hIAP block – human IAP inhibition. P09923. purified IAP, CDP-Star luminescence, 30 min. inhibition, % at 10 µM. actives 0.12% (n = 330,000);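 active = inhibition reaching a set limit with compound at 10 µM in the primary screen, cut at about 35% in these data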;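 also: plate controls were DMSO wells with enzyme for no effect and no-enzyme buffer wells for full effect; values of inactives mirror those of a sister screen read the other way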
# Target sequence (P09923 whole entry, looked up): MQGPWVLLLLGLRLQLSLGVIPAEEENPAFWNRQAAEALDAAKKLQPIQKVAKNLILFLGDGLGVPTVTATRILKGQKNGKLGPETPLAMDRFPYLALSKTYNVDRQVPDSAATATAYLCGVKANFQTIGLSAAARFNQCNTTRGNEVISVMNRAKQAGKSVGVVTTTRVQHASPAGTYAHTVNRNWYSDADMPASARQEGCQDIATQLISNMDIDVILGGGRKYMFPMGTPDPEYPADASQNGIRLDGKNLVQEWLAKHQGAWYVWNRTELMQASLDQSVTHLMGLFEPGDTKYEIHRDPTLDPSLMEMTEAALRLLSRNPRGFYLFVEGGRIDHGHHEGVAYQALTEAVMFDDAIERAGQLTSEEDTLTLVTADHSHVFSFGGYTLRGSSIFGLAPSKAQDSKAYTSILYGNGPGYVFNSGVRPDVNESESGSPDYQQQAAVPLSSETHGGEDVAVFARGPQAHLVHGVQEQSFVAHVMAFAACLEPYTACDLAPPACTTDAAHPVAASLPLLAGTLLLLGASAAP
# GRIN3A LBD mod – modulates the human NR3A ligand-binding domain; NR3A LBD differential scanning fluorimetry, Tm shift; 0% = protein alone, 100% = glycine-bound protein; Tm shift relative to glycine control, % at 25 µM; actives 2.5% (n = 340,000); AID 1259313;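 active = melting temperature shift of at least 10% of the positive control shift, at one fixed dose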
# MPTP inh – permeability transition pore inhibition. actives 1.4% (n = 360,000). inhibition, % at 10 µM. isolated mouse mitochondria, Ca2+ swelling absorbance, 30 min;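 active = inhibition of 50% or more, scaled per plate between neutral and stimulator controls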;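 also: 0% = DMSO wells given calcium and 100% = 1 mM EGTA wells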
# hIAP act – human IAP activation | P09923 | purified human IAP, CDP-Star luminescence, 30 min; active compounds read high; 1 = vehicle-only enzyme, 0 = enzyme-free background | activation factor at 10 µM | actives 0.16% (n = 330,000) | AID 2524;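 active = activation factor of the enzyme at least 2-fold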; also: the source names both 10 and 20 µM as test concentration; values of inactives mirror those of a sister screen read the other way
# * marks the source's active call; other numbers are inactive results; nt = not tested or not shown. An unsorted share of the library. Share with any hit: about 5%.
SMILES,mIAP block,mIAP act,beta cell repl,A3G deaminase,A3A deaminase,hIAP block,GRIN3A LBD mod,MPTP inh,hIAP act
CC(C)(C)OC(=O)N1CCC[C@H]1C(=O)OCC(=O)Nc1cc(S(C)(=O)=O)ccc1Cl,-8,1.1,-2,-9,-3,4,2,0.1,0.96
CCCOC(=O)Nc1cc(OC)ccc1[N+](=O)[O-],-1,1,0,5,2,-2,1,-0.6,1
Cc1ccc(NC(=O)C2CCN(S(=O)(=O)c3c(C)n[nH]c3C)CC2)nc1,-1,1,0,-6,-2,6,-2,-1.2,0.94
CCOc1ccc(NC(=O)c2ccccc2OC)cc1,2,0.97,-1,-3,-1,4,-1,-0.2,0.96
CC(C)[C@H](NS(=O)(=O)c1ccccc1)C(=O)OCC(=O)NC(=O)NC1CCCCC1,-7,1.1,3,-8,-3,-13,-1,1.5,1.1
O=C(CSc1ccccn1)N1CCOCC1,-6,1.1,0,-4,-4,-7,-3,-2.3,1.1
CN(Cc1ccc(F)cc1)C(=O)c1ccc2c(c1)NC(=O)CS2,-13,1.1,0,-5,15,-6,-2,-2.0,1.1
C(=N\Nc1nc(-c2ccccc2)cs1)/c1cccnc1,12,0.88,-1,-6,-1,-7,-28,-1.2,1.1
CN(C)C(=O)CCc1ccc2c3c([nH]c2c1)[C@]1(CCc2ccccc2)[C@@H](C(=O)N2CCCCC2)C[C@H](CC(=O)NC(C)(C)C)C(=O)N1CC3,-9,1.1,nt,-1,4,nt,-3,-0.3,nt
O=C(OCc1nc2ccccc2[n+]([O-])c1C(=O)c1ccccc1)c1ccco1,-5,1.1,-2,-8,-2,-10,0,1.1,1.1
CCOC(=O)C1C(=O)NC(N2CCCCC2)=NC1c1ccccc1 (stereo unspecified),-1,1,2,-6,-4,-9,2,-2.1,1.1
O=C(NCC(=O)N1CCCC1)c1ccc(Cl)cc1,5,0.95,-2,-7,-6,-6,0,-0.8,1.1
C=CCn1c(SCC(=O)Nc2ccc(N3CCOCC3)cc2)nnc1-c1ccncc1,-2,1,1,-6,-6,-9,0,-0.3,1.1
O=c1[nH]c2cc3c(cc2cc1CN(CC1CCCO1)S(=O)(=O)c1ccccc1)OCCO3 (stereo unspecified),14,0.85,1,6,-1,-3,-1,0.6,1
Cc1c(NC(=O)CN2C(=O)C(=O)c3ccccc32)c(=O)n(-c2ccccc2)n1C,-1,1,3,-2,1,-1,2,0.0,1
Cc1ccc(NCc2nnc(SCC(=O)N3CCCc4ccccc43)o2)c(C)c1,-1,1,-4,-4,-3,2,2,2.8,0.98
O=C(COC(=O)CSc1ccc(F)cc1)NCCCc1ccccc1,-8,1.1,3,-6,-3,2,3,-0.9,0.97
Cc1ccsc1C1Nc2ccc3ncccc3c2C2=C1C(=O)CCC2 (stereo unspecified),-1,1,-2,-6,-3,6,-2,-0.4,0.94
Cc1ccc(S(=O)(=O)NNC(=O)c2cccnc2)cc1,4,0.96,0,-5,-1,-2,0,1.0,1
O=C(CSc1ccc(-c2ccccn2)nn1)N1CCCc2ccccc21,-5,1.1,-1,-6,0,-1,1,-0.4,1
O=S(=O)(c1ccc(Cl)cc1)N1CCN(c2ncccn2)CC1,-6,1.1,0,-10,-1,1,0,-0.7,0.99
COC(=O)c1ccc(NC(=O)CN2CCOCC2)cc1,-10,1.1,-2,-5,-1,2,13*,-1.0,0.98
CCOc1ccccc1N(CC(=O)NC1CCCCC1)C(=O)CCC(=O)Nc1nccs1,1,0.99,-1,-7,-3,13,1,-0.1,0.87
CCOc1ccc(NCc2cccn2-c2nnc(N3CCC(C(=O)NCCCN4CCCCC4C)CC3)s2)cc1 (stereo unspecified),0,1,-2,-7,-10,-27,1,4.0,1.3
Cc1cc(C)n(C(=O)CCCC(=O)n2nc(C)cc2C)n1,0,1,0,-1,0,6,0,-5.9,0.94
CC(=O)Nc1cccc(-c2cn3ccccc3n2)c1,4,0.95,-2,-8,-4,-19,0,0.2,1.2
CC(=O)N1CCN(CC(C)(C)NS(=O)(=O)c2ccc(C)cc2)CC1,6,0.94,3,-9,-3,9,2,-0.4,0.91
Cc1ccc(-c2csc(N(CCCN3CCOCC3)C(=O)c3ccco3)n2)cc1,5,0.95,-3,-2,-3,-1,-8,1.2,1
COC(=O)CSc1nc(NCC(C)C)nc(N2CCOCC2)n1,-8,1.1,1,-5,-4,-16,0,-0.2,1.2
O=C(CCC(=O)OCC(=O)c1cccc([N+](=O)[O-])c1)Nc1cccc(Cl)c1Cl,-4,1,-1,2,3,9,3,0.1,0.91
CC(=O)c1sc(NC(=O)C2CCCN2S(=O)(=O)c2ccccc2F)nc1C (stereo unspecified),-8,1.1,3,-3,-1,-6,1,0.0,1.1
O=C(CN1CCOCC1)Nc1ccc(NC(=O)c2ccccc2F)cc1,4,0.96,0,-13,-2,7,0,-0.5,0.93
COc1ccc(-c2csc(-n3ncc(-c4cccs4)c3N)n2)cc1,-6,1.1,-1,-1,0,-65,-4,4.0,1.7
Cc1ccsc1/C=N/NC(=O)CSCc1ccc(Cl)cc1,5,0.95,0,-3,5,-11,-4,-0.1,1.1
O=C(CSCc1ccccc1Br)NNC(=S)NCc1ccco1,2,0.98,3,-11,-4,-41,0,-1.3,1.4
Clc1ccc(-n2nnc(-c3ncc[nH]3)n2)cc1Cl,10,0.9,-4,-3,5,11,-2,-0.2,0.89
CC(C)(C)NC(=O)NC(=O)CSc1nncs1,9,0.91,3,-6,-1,2,-1,-0.6,0.98
COc1ccc(C(=O)NCc2ccco2)cc1S(=O)(=O)N1CCOCC1,5,0.95,-2,-7,0,0,-3,-0.3,1
CCN(CC(=O)N1CCCC1)S(=O)(=O)c1cc(C)ccc1OC,5,0.95,-1,-7,1,-6,0,0.5,1.1
Cc1cc(O)ccc1N1C(=O)c2cccc3cc([N+](=O)[O-])cc(c23)C1=O,8,0.92,-3,0,6,6,0,-0.7,0.94
COc1ccc(CCn2c(C3CCCCC3)nc3c(c(=O)c4ccccc4n3C)c2=O)cc1,13,0.87,-3,-9,-2,0,-5,29,1
COC(=O)CCCC1=CC2=CC(=O)C(C)(OC(=O)c3cccs3)C(=O)C2=CN1C1CCCCC1 (stereo unspecified),2,0.98,-2,-2,-3,25,-1,1.2,0.75
CCCn1c(Nc2nc3ccccc3n2C)nc2ccccc21,-1,1,-6,-10,-5,-4,-2,2.4,1
Cc1[nH]nc(-c2ccc(OCc3cnn(-c4ccccc4)c3)cc2O)c1Oc1ccc(Cl)cc1,-5,1,0,-6,-3,-20,23*,17,1.2
Cc1cc(Cl)c(S(=O)(=O)N2CC(C)OC(C)C2)cc1OCC(N)=O (stereo unspecified),1,0.99,0,-5,-4,4,1,-2.7,0.96
Cn1nnnc1SCCNCc1ccncc1,-7,1.1,-2,-2,1,-4,1,-1.5,1
O=C(O)CCCC(=O)Nc1ccccc1C(=O)N1CCCC1,-3,1,-2,-5,-4,26,-3,-0.8,0.74
COc1cc2ccccc2cc1C(=O)NC(=S)Nc1cc(C(=O)O)ccc1C,9,0.91,-1,-4,0,11,2,-0.1,0.89
O=C(CSc1nnc(-c2ccncc2)o1)Nc1ccccc1C(F)(F)F,-6,1.1,-1,12,4,9,-1,0.0,0.91
O=C(COC(=O)Cc1ccccc1F)Nc1ccccc1[N+](=O)[O-],2,0.98,5,2,3,-2,0,-1.3,1
CN1CCN(c2ccc(S(=O)(=O)N3CCCCC3)cc2NC(=O)c2cccc([N+](=O)[O-])c2)CC1,-3,1,-3,-10,-3,7,-1,0.2,0.93
O=C(Nc1ccc(F)cc1)C1=CC(=O)N2CCN=C2S1,17,0.83,-1,0,-1,2,nt,nt,0.98
COc1cccc(CC(NC(C)=O)C(=O)NC2CCN(C(=O)Nc3ccc(C)cc3)CC2)c1 (stereo unspecified),13,0.87,0,-10,-3,8,0,-0.3,0.92
O=C(CCc1ccccc1)Nc1nnc(-c2ccc3c(c2)OCCO3)o1,6,0.94,-3,1,4,-17,-3,-0.5,1.2
COC(=O)[C@]1(C)N[C@H](CN(C)C(=O)c2ccc(C)cc2)[C@@H]2C(=O)N(C)C(=O)[C@@H]21,-4,1,-5,-4,-2,-15,2,-0.3,1.2
CC(=O)c1cccc(OCc2cc(C(=O)N3C[C@@H](C)O[C@@H](C)C3)no2)c1,2,0.98,-6,-7,-5,-12,-1,-1.1,1.1
COc1ccc(-c2oc3ncnc(NCCN4CCOCC4)c3c2-c2ccc(OC)cc2)cc1,2,0.98,-6,-5,-2,7,-6,1.3,0.93
Cc1cc(NC(=O)CSc2nc3c(cnn3-c3cccc(Cl)c3)c(=O)[nH]2)no1,15,0.85,2,-8,-4,6,-4,-0.4,0.94
COC(=O)Cc1ccc(NC(=S)NNC(=O)c2ccccc2Br)cc1,15,0.85,-3,-6,-5,-94,2,1.5,1.9
O=C(NC(=S)Nc1ccc(Br)cn1)c1cccs1,13,0.87,-5,-8,-4,-11,-12,0.2,1.1

# Later entries:
SMILES,mIAP block,mIAP act,beta cell repl,A3G deaminase,A3A deaminase,hIAP block,GRIN3A LBD mod,MPTP inh,hIAP act
CCc1ccc2c(c1)cc(CN(C(=S)Nc1ccccc1)C1CC1)c1nnnn12,8,0.92,1,4,-2,25,-3,3.6,0.75
O=C(OCC(=O)N1CCC(Cc2ccccc2)CC1)c1ccccc1,-8,1.1,-2,10,1,3,-1,1.4,0.97
Clc1cccc(/C=N/N2CCN(Cc3ccccc3)CC2)c1,13,0.87,-1,-9,-10,5,0,1.4,0.95
Cc1noc(C)c1C(=O)NCCc1ccccc1,-2,1,-4,-7,-2,-18,2,-2.6,1.2
Cc1ccc(S(=O)(=O)CC2CSc3nc(N)cc(=O)n32)cc1 (stereo unspecified),4,0.96,-1,-5,2,0,0,1.2,1
NC(=O)c1nc[nH]c1C(=O)Nc1cccc(NC(=O)c2cccc(C(F)(F)F)c2)c1,2,0.98,1,-6,-4,-31,-7,-0.5,1.3
O=C(NC1CCCCC1)C12CC3CC(CC(Cl)(C3)C1)C2,-1,1,0,-6,7,-3,0,0.4,1
Cc1cccc(C)c1OCC(=O)Nn1c(=O)[nH]c2ccccc2c1=O,-4,1,0,-9,-3,-17,-1,1.5,1.2
O=C(COc1coc(CN2CCc3ccccc32)cc1=O)NCCc1ccccc1,4,0.96,3,-5,2,4,0,-0.6,0.96

# Pulled by structure from the entries so far:
SMILES,mIAP block,mIAP act,beta cell repl,A3G deaminase,A3A deaminase,hIAP block,GRIN3A LBD mod,MPTP inh,hIAP act
CCc1ccc2c(c1)cc(CN(C(=S)Nc1ccccc1)C1CC1)c1nnnn12,8,0.92,1,4,-2,25,-3,3.6,0.75
Cc1cccc(C)c1OCC(=O)Nn1c(=O)[nH]c2ccccc2c1=O,-4,1,0,-9,-3,-17,-1,1.5,1.2
O=C(OCC(=O)N1CCC(Cc2ccccc2)CC1)c1ccccc1,-8,1.1,-2,10,1,3,-1,1.4,0.97
Clc1cccc(/C=N/N2CCN(Cc3ccccc3)CC2)c1,13,0.87,-1,-9,-10,5,0,1.4,0.95
O=C(NC1CCCCC1)C12CC3CC(CC(Cl)(C3)C1)C2,-1,1,0,-6,7,-3,0,0.4,1
Cc1noc(C)c1C(=O)NCCc1ccccc1,-2,1,-4,-7,-2,-18,2,-2.6,1.2

# Bioassay records (PubChem BioAssay)
